SW480 rerep: DNA re-replication induction in SW480 cells; SW480 DNA re-replication, Hoechst DNA content imaging, 48 h; Potency, µM (doses to about 46.1 µM), for the others: top-dose re-replication activation, usual class: activators; 340,000 compounds, 1.8% hits; AID 624297; note: potency is the fitted concentration of half-maximal effect; % of control where 0% means no effect; nearly all actives have a fitted effect of over 55% in size
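Readout is total intensity of Hoechst-stained nuclei, excited at 405 nm and collected at 500-530 nm. Compound treatment lasted 48 hr at 37 C in 5% CO2 before staining.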
MCF10A rerep: DNA re-replication induction in MCF 10a cells. MCF 10A DNA re-replication, Hoechst nuclear intensity, 48 h. 350,000 compounds, 2.9% hits. AID 624296. Potency, µM (top dose mostly 46.1 µM), without a hit: at the top dose activity, positive = re-replication, hits mostly activators; note: potency is the fitted concentration of half-maximal effect; % of control where 0% means no effect; nearly all actives have a fitted effect of over 50% in size
KB-3-1 tox: kills parental KB-3-1 adenocarcinoma cells; KB-3-1 viability, CellTiter-Glo ATP luminescence, 72 h; Potency, µM (top dose mostly 46.1 µM), inactives show at the top dose activity change, negative = cytotoxic, hits mostly cytotoxic; 400,000 compounds, 1.4% hits; AID 1347075; note: potency is the fitted concentration of half-maximal effect; % is set by controls: 0 for no effect and ±100 for the full control effect; nearly all actives have a fitted effect of over 60% in size
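Viability of parental KB-3-1 cells, measured by CellTiter-Glo luminescence, followed a 72 h incubation at 37 °C with pinned compounds in phenol-red-free DMEM containing 10% FBS.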
HT1080 IDH1KD tx: kills HT-1080 cells with IDH1 knockdown | 360,000 compounds, 2% hits | AID 686971 | HT-1080 IDH1 knockdown viability, ATP luminescence, 48 h | Potency, µM (doses to about 46.1 µM), inactives show top-dose activity, negative = toxicity, most hits filed as cytotoxic;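 note: potency is the fitted concentration of half-maximal effect; 0% = DMSO wells and -100% = cell-free medium wells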
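Cytotoxicity counter-line: IDH1KD HT-1080, 48 h, CellTiter-Glo. Curves classed by r2, magnitude and activity.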
D3 ag: agonists of human D3 dopamine receptor | D3R DiscoveRx beta-arrestin cells, luminescence, 90 min | max activation, % | P35462 | AID 652048 | 410,000 compounds, 0.58% hits; in the data active = max activation above about 30%; note: 0% is about no effect; mostly tested at two doses, the higher about 12 µM
Target sequence (P35462 whole entry, looked up): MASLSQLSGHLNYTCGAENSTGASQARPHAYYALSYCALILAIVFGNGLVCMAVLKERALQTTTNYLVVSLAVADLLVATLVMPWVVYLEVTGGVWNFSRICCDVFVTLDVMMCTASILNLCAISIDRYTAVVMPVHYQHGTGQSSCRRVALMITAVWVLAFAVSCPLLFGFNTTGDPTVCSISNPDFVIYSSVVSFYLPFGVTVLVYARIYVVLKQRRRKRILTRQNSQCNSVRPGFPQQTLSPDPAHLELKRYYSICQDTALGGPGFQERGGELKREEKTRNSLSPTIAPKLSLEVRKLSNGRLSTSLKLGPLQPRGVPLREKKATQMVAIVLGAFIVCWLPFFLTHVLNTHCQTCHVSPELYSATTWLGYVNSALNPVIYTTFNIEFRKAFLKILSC
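Cells at 1500/well, incubated overnight, then treated with pinned compounds (dopamine as control) for 90 min at 37 degrees C. DiscoveRx reagent added for 30 - 60 minutes at room temperature; luminescence read.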
GLP1R cytotox: cytotoxicity in counter-screen for GLP-1R inverse agonists; HEK293 cAMP-luciferase reporter cells, luminescence, 24 h; 410,000 compounds, 0.13% hits; Potency, µM (highest dose often 38.3 µM), for the others: at the top dose activity change, negative = inhibition, actives largely listed as inhibitors;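 note: loss of luciferase light is scored as toxicity; potency is the fitted concentration of half-maximal effect; % is set by controls: 0 for no effect and ±100 for the full control effect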
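To flag toxic compounds, the library was rerun on cells for 24 hr at 37 deg C and 5% CO2. Viability-linked luminescence was captured 12 min after adding luciferase detection reagent.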
IL-1B inflam inh: inflammasome signaling inhibition, IL-1 beta readout; THP-1 LPS/ATP IL-1B secretion, AlphaLISA, 16 h; hits give low values; activity change, % at 57.5 µM; 360,000 compounds, 4.7% hits; AID 743279; in the data active = activity change below about -50%; inconclusive = mostly about -30% to -49%; note: % is set by controls: 0 for no effect and ±100 for the full control effect
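Secreted IL-1B measured by AlphaLISA bead assay after 16 h compound exposure of THP-1 cells; compounds (final up to 57.5 uM) added 1 h before LPS (250 ng/mL) and ATP (1.25 mM) stimulation; lower signal means less secretion.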
KB-V1 cytotox: KB-V1 MDR subline cytotoxicity | KB-V1 MDR cells viability, CellTiter-Glo, 72 h | Potency, µM (top dose mostly 46.1 µM), for the others: top-dose activity change, negative = cytotoxicity, most hits filed as cytotoxic | 400,000 compounds, 3.4% hits; note: potency is the fitted concentration of half-maximal effect; % is set by controls: 0 for no effect and ±100 for the full control effect; nearly all actives have a fitted effect of over 60% in size
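Potencies derive from concentration-effect curves fitted to normalized luminescence (CellTiter-Glo) of KB-V1 cells treated for 72 h at 37 degrees C in phenol-red-free DMEM containing 10% FBS.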
HT1080NT lethal: kills 2HG-producing HT-1080-NT fibrosarcoma cells; HT-1080-NT fibrosarcoma viability, CellTiter-Glo ATP luminescence, 48 h; Potency, µM (top dose mostly 46.1 µM), without a hit: top-dose activity, negative = less viability, hits mostly cytotoxic; 360,000 compounds, 1.6% hits;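 note: NT is the 2HG producing partner of a matched IDH1 knockdown line; potency is the fitted concentration of half-maximal effect; 0% = DMSO-treated cells and -100% = media-only wells without cells; nearly all actives have a fitted effect of over 55% in size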
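Fibrosarcoma NT cells, 750 per well in 5% FBS RPMI, were exposed to compound for 48 hours. Viability: CellTiter-Glo luminescence.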
* = called active by the depositor; ? = inconclusive; . = no result given; & = joins results of further samples; [ ] = remark or other dose. Unless noted, calls come from the whole dose curve; as a rule, active = well fitted curve in the direction sought with a large enough effect; inconclusive = small, poorly fitted or top-dose-only effect, or another doubt; inactive = no such curve, though single readings can be large; an effect the other way counts as inactive or inconclusive.

SMILES | SW480 rerep | MCF10A rerep | KB-3-1 tox | HT1080 IDH1KD tx | D3 ag | GLP1R cytotox | IL-1B inflam inh | KB-V1 cytotox | HT1080NT lethal
O=S(=O)(Nc1c(F)cccc1F)c1ccc(Cl)nc1 | 0.92µM* | -17% | 0% | -2% | -5 | 5% | 27 | -8% | 1%
Cn1nc(C(=O)NNC(=O)Cc2ccc(S(=O)(=O)N3CCOCC3)s2)c2ccccc2c1=O | -7% | 7% | 7% | 2% | 2 | 5% | 8 | 0% | -4%
CCOC(=O)c1c[nH]c2c(C)ccc(Cl)c2c1=O | 12% | -7%[9.22 µM] | 0% | 7% | -1 | 10% | -11 | -6% | 10%
CCOc1ccccc1C(=O)NCC(=O)N1CCN(Cc2ccc3c(c2)OCO3)CC1 | -17% | -1% | -23% | ? | -17 | 1% | -80* | -23% | ?
COc1ccc(N2CCN(C(=O)c3cc4c(s3)-c3ccccc3OC4)CC2)cc1 | -5% | -4% | 2%&15% | 4% | 0&-1 | 6%&-3% | -10 | ? | 17%
CCN1CCN(S(=O)(=O)c2ccc(S(=O)(=O)NC3CC3)cc2)CC1 | ? | 0% | 12% | 5% | -3 | -7% | 29 | 17% | 0%
COc1ccc(/C=C/c2nc(C#N)c(N3CCCCC3)o2)cc1OC | . | . | -11% | . | -16 | 28% | . | 3% | .
Cc1ccc(NC(=O)Nc2ccon2)cc1Cl | 2% | -20% | -5% | 4% | 1 | -3% | 3 | ? | 11%
O=C(NNC(=S)Nc1ccccc1)C1CCCCC1 | ? | ? | -5% | -1% | -11 | 2% | -7 | 3% | -1%
Cc1c(C#N)c(N)nc2c3c(sc12)NC(=O)CC3c1ccccc1 (stereo not drawn) | -6% | 2% | 12% | 0% | 13 | -3%[1.53 µM] | 18 | ? | -5%
CCN1CCN(C(=O)Cn2nc(C)n3c(cc4c(OC)cccc43)c2=O)CC1 | 1% | 7% | 3% | 3% | 76* | -30% | 14 | -4% | 10%
CC1CCCN(c2ccc(C(=O)NCC3CCCO3)cn2)C1 (stereo not drawn) | -10% | 3% | 2% | 0% | -7 | -14% | 10 | 1% | 7%
CCCCc1ccc(NC(=S)NN2CCOCC2)cc1 | 0% | 6% | -3% | -7% | 2 | ? | 0 | 2% | -7%
Cc1cc(C=C2C(=O)c3ccccc3C2=O)c(C)n1C | -6% | 14% | 12% | 0% | -5 | -7% | -8 | 2% | 8%
Cc1ccc(S(=O)(=O)N2CCN(C(=O)CCN3C(=O)c4ccccc4C3=O)CC2)cc1C | -8% | ? | 3% | 0% | -1 | 9% | -3 | 1% | 13%
Cc1ccccc1C(=O)N/N=C1\SCC(=O)N1Cc1ccco1 | -135%[inhibitor] | 1% | -3% | 1% | 6 | 8% | 27 | 14% | -26%
OCCC#Cc1ccc(N2C(c3ccsc3)=Cc3ccc(F)cc3C2c2c[nH]c3ccccc23)cc1 (stereo not drawn) | . | . | ? | 26µM* | 4 | 1% | -16 | -3% | ?
Cc1cc(C)c(C)c(OC(=O)c2sc(Cl)nc2C)c1 | ? | ? | 8% | -21% | -14 | ? | -104* | -7% | -10%
COc1ccc(OC)c(NC(=O)COC(=O)CCC2CCCC2)c1 | -6% | 4% | 1% | 0% | 1 | -2% | -8 | 7% | 4%
OC(c1ccccc1)c1nc(-c2cccs2)cs1 (stereo not drawn) | . | . | 0% | 18% | 0 | 5% | -3 | 2% | -9%
COc1ccc(NC2CC(=O)N(c3cccc(C)c3)C2=O)cc1 (stereo not drawn) | 0% | ? | 12% | -18% | 1 | -12% | -12 | -28% | -15%
COc1ccc(CNC(=O)C(=O)NCC(c2cccs2)S(=O)(=O)c2ccc(F)cc2)cc1 (stereo not drawn) | . | . | -13% | . | 11 | -9% | . | -11% | .
Cc1ccccc1C(=O)OCc1cc(=O)n2nc(C3CC3)sc2n1 | . | . | -2% | . | 3 | 4% | . | 5% | .
O=C(c1cccc(S(=O)(=O)Nc2ccccc2F)c1)N1CCN(c2ccccc2F)CC1 | -6% | -7% | -2% | 3% | -10 | -3% | 2 | ? | -1%
O=c1c2ccccc2nnn1CSc1nnc(-c2cccc(S(=O)(=O)N3CCCCC3)c2)o1 | 3% | 26% | -11% | 1% | 2 | -3% | -19 | ? | 6%
Next entries follow.
SMILES | SW480 rerep | MCF10A rerep | KB-3-1 tox | HT1080 IDH1KD tx | D3 ag | GLP1R cytotox | IL-1B inflam inh | KB-V1 cytotox | HT1080NT lethal
Cc1ccc(SCC(=O)NC(=O)c2ccc(S(=O)(=O)N(C)C)cc2)cc1C | . | -1% | 0% | 14% | 1 | 8% | 0 | -5% | 7%
O=C(CCc1nc(-c2ccccc2F)no1)NC1CCN(Cc2ccccc2)CC1 | 0% | 7% | -18% | -4% | -1 | -3% | -7 | -9% | -3%
Cn1c(-c2cnn(-c3ccccc3)c2N)n[nH]c1=S | 0% | -3% | 1% | 8% | 0 | -20% | 26 | 27% | 8%
Cc1noc(/C=C/N(C)C)c1S(=O)(=O)N1CCN(c2ccccc2)CC1 | 3% | ? | 0% | ? | -2 | -23% | -14 | -19% | -10%
Cc1c(Cl)cccc1NC(=O)Nc1cnccn1 | -1% | 10% | 16µM* | -2% | -4 | -11% | -11 | ? | 2%
NS(=O)(=O)c1ccc(NC(=O)C(=O)NCCC(=O)O)cc1 | -1% | -15% | 1% | 3% | -8 | -10% | 24 | -27% | 15%
CC1CN(C(=O)NCc2ccccc2)c2cc(Cl)ccc2O1 (stereo not drawn) | -1% | 0% | 8% | -11% | 0&-12 | 5%&9% | -20 | 0% | -5%
CC(Sc1ccc(Cl)cc1)C(=O)NNC(=O)c1ccco1 (stereo not drawn) | -5% | 3% | 17% | 4% | 3 | 6% | 1 | 16% | -2%
COc1ccccc1OCC(=O)N(Cc1nc(-c2ccccc2)no1)C(C)C | ? | 2% | -2% | -1% | 9 | -15% | -59* | ? | -6%
N#Cc1c(N2C(=O)C3C4C=CC(C4)C3C2=O)sc2c1CCC2 (stereo not drawn) | 4%[9.22 µM] | ? | 2% | -2% | 0 | 21% | 38 | -10% | 0%
COc1ccc(OC)c(N(CC(=O)NC2CCCCCC2)S(=O)(=O)c2ccc(C)cc2)c1 | 19% | ? | -16% | 3% | 0 | -6% | -4 | ? | -1%
C=CCN(C(=O)CNC(=O)c1ccco1)C(C(=O)NC1CCCCC1)c1ccc(OC)cc1 (stereo not drawn) | -17% | 13%[9.22 µM] | -1% | 6% | 4 | -7% | 11 | 9% | 11%
C[C@H]1CN([C@@H](C)CO)S(=O)(=O)c2ccc(Br)cc2O[C@@H]1CN(C)S(=O)(=O)c1ccccc1F | . | . | -3% | 2% | -13 | -5% | -21 | 0% | -5%
CCOc1ccc(NC(=O)C2CCN(S(=O)(=O)c3ccc4c(c3)oc(=O)n4C)CC2)cc1 | . | . | 0% | . | 1 | 5% | . | -20% | .
Cc1nnc(SCCN2CCOCC2)n1-c1cccc(Cl)c1 | -3% | -1% | 5% | 12% | -1 | -14% | -14 | 6% | 9%
O=C(CSc1nnnn1-c1ccc(Cl)cc1)Nc1cccnc1Cl | -4% | 4% | 0% | 21% | 10 | 12% | 8 | 16µM* | 4%
CCOC(=O)n1c(=O)n(Cc2ccc(F)cc2)c2ccccc21 | 19% | -5% | 16% | -12% | 4 | 0% | 2 | 7% | -11%
CN(C)c1nc2n(c(=S)n1)CCS2 | 1% | -6% | 1% | 15% | 0 | -11% | 12 | 23% | 9%
CN(C(=O)C1CCCO1)c1nnc(-c2cnccn2)s1 (stereo not drawn) | -5% | -1% | -4% | 10% | -3 | -10% | 25 | 15% | 13%
O=C(CC[C@H]1O[C@@H](n2ccc(=O)[nH]c2=O)[C@H](O)[C@@H]1O)NCc1ccc2c(c1)OCO2 | . | . | 0% | 21% | 9 | 3% | 8 | 4% | 13%
O=S(=O)(Nc1ccc(O)c(Sc2nc3ccccc3s2)c1)c1cc(Cl)ccc1Cl | . | . | ? | . | -3 | 0% | . | -16% | .
CCN(CC)C(=O)c1ccccc1NC(=O)c1ccccc1SC | 0% | 3% | 15% | 6% | 0 | -2% | 52 | -25% | 10%
CCCCn1c(N)c(N(CC(C)C)C(=O)c2ccc(S(=O)(=O)N3CCC(C)CC3)cc2)c(=O)[nH]c1=O | 4% | 0% | 1% | 1% | 5 | 11% | -15 | ? | 3%
Cc1nonc1NC(=O)CSc1nc2ccccc2[nH]1 | -2% | 1% | 3% | 9% | -13 | 11% | 1 | 25% | -3%
O=C(N/N=C/c1ccc(Br)cc1)c1ccccc1-n1cccc1 | 13µM* | ? | ? | 11µM* | -13 | ? | 32 | 15µM* | ?
The list goes on.
SMILES | SW480 rerep | MCF10A rerep | KB-3-1 tox | HT1080 IDH1KD tx | D3 ag | GLP1R cytotox | IL-1B inflam inh | KB-V1 cytotox | HT1080NT lethal
CC(C)c1ccc(OCc2ccc(C(=O)N(C)C)o2)cc1 | ? | 17% | -23% | -12% | 4 | -6% | -11 | -17% | ?
COC(=O)c1sccc1S(=O)(=O)N1CCN(c2ccccc2)CC1 | . | . | 6% | . | 3 | -1% | . | -2% | .
CCOc1ccc(S(=O)(=O)NCc2ccccn2)cc1NC(=O)c1ccccc1 | ? | ? | 2.3µM* | 3.3µM* | -5 | ? | 46 | 6.5µM* | 2.6µM*
O=C(NCCS(=O)(=O)N1CCN(c2ccc(F)cc2)CC1)c1ccc2c(c1)OCO2 | -6% | 2% | 2% | 1% | 1 | 7% | 4 | -24% | 6%
COC(=O)C(NC(C)=O)(Nc1sc2c(c1C(N)=O)CCCC2)C(F)(F)F (stereo not drawn) | ? | -9% | -4% | 7% | -9 | -14% | -6 | -16% | -4%
O=C(CSc1nnc(CNC(=O)c2c(F)cccc2Cl)o1)Nc1ccccc1 | 1% | ? | 1% | -3% | 1 | -5% | 4 | -8% | -4%
